# Source: PubChem (several laboratories)
# KOR beta-arrestin-1: kappa opioid receptor activators – cell-based, luminescence, uHTS, primary screen (AID 1777); KOR beta-arrestin recruitment, luminescence; higher % means a stronger effect; one-dose activation, % at 10 µM; EC50 in µM for titrated hits; 0.02% of 280,000 active; in the data active means activation above about 50%, passing the limit was not always enough; further: a part of the inactive calls stands beside numbers as strong as those of hits
# KOR beta-arrestin-2: KOR antagonists, beta-arrestin recruitment, cell-based, luminescence, uHTS (AID 1778); inhibition, % at 10 µM; hits with a dose series show IC50 in µM; KOR beta-arrestin recruitment, luminescence, antagonist mode; higher % means a stronger effect; 0.091% of 290,000 active; further: strong numbers were not always called active
# T cell modulator: T cell immune modulation candidate. 2C CD8+ T cell-vesicle binding, flow cytometry; stronger effect = lower value. 0.068% of 330,000 active. AID 2052. calls only at 7 µM;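 active means response, share of CD8 T cells binding vesicles, and their 90th percentile fluorescence all below set limits, cut at about 80% in these data, passing the limit was not always enough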
#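 Assay system: 2C TCR transgenic mouse naive CD8+ T cells, MACS-purified | Read-out: CD8+ gate FL2 mean fluorescence as % of same-row positive control | Signal: High-throughput flow cytometry with anti-B7-1 and anti-CD8 staining | Timing: Binding step 1.5 h, 37 °C, antibody labelling 20 min, ice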
# NOD2 inhibition: NOD2 signaling inhibitors, cell-based, luminescence, uHTS, HEK293 (AID 1566). HEK293 NOD2/NF-kB luciferase reporter, luminescence; higher % means a stronger effect. one-dose inhibition, % at 4 µM; EC50 in µM for titrated hits. 0.63% of 290,000 active; further: many of its hits are not listed in these tables
# Myeloid diff 2: myeloid differentiation induction | ER-HoxA9 myeloid progenitors, lysozyme-GFP differentiation, flow cytometry | calls only at 10 µM | 1% of 360,000 active | AID 624256;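 active means normalized GFP-positive differentiation at or above the plate's own cutoff, the solvent-only control mean plus 3 SD; inconclusive means no clear call, values can overlap the other calls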;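 further: cells exposed to compound for four days before flow analysis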
# NOD1 inhibition: inhibition of NOD1-driven NF-kB reporter – cell-based, luminescence, uHTS, primary screen (AID 1578) | NOD1-driven NF-kB luciferase reporter cells, luminescence; higher % means a stronger effect | inhibition, % at 4 µM; hits with a dose series show EC50 in µM | 1% of 290,000 active; in the data active means inhibition mostly above about 36%, no sharp cut-off; inactive means mostly below about 34%;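 further: HEK-293T reporter cells stimulated with the NOD1 agonist gamma-tri-DAP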
# GPR55 antagonists: inhibition of LPI-stimulated GPR55 beta-arrestin translocation – imaging, U2OS, beta-arrestin-GFP, LPI agonist, primary screen (AID 2013) | 0.13% of 290,000 active | U2OS GPR55 beta-arrestin-GFP translocation imaging, LPI antagonism; higher % means a stronger effect | inhibition, % at 10 µM; hits with a dose series show IC50 in µM;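 active means spots per cell inhibited over 60%, with over 100 cells counted and total cytoplasm intensity under 500,000; inconclusive means wells with under 100 cells, flagged as likely toxic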;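 further: U2OS cells stably carrying GPR55 and arrestin-GFP stimulated by 5 µM LPI near EC80; imaged beta-arrestin-GFP aggregate spots per cell after agonist stimulation; plate controls were LPI-stimulated DMSO wells for no effect and DMSO wells without LPI for full effect; some results filed as inactive read as strong as hits; confirmed hits need IC50 under 10 µM and bright autofluorescent wells are also inconclusive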
# GPR55 activation: GPR55 agonists via beta-arrestin recruitment, primary screen, imaging, U2OS cells, beta-arrestin-GFP redistribution (AID 1961). U2OS GPR55 beta-arrestin-GFP redistribution imaging; higher % means a stronger effect. activation, % at 10 µM; hits with a dose series show EC50 in µM. 0.048% of 290,000 active;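 active means activation above 40% with more than 50 cells counted in the well; inconclusive means wells holding fewer than 50 cells, flagged as toxic or sparse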;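 further: U2OS osteosarcoma cells stably expressing GPR55 and beta-arrestin-GFP; plate controls were DMSO negative control for no effect and LPI positive control for full effect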
# NTR1 ag: agonists of NTR1, primary screen, imaging, U2OS cells, beta-arrestin-GFP, high content (AID 493036); P30989; NTR1-U2OS beta-arrestin-GFP spot imaging, agonist mode; activation, % at 20 µM; 0.17% of 330,000 active;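 active means activation at or above 40% of the spot to cytoplasm intensity ratio, with at least 20 cells analyzed; inconclusive means wells under 20 cells, flagged as cytotoxic or low count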;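 further: 0% = DMSO without peptide and 100% = 100 nM NTR1 peptide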
# Target sequence (P30989 whole entry, looked up): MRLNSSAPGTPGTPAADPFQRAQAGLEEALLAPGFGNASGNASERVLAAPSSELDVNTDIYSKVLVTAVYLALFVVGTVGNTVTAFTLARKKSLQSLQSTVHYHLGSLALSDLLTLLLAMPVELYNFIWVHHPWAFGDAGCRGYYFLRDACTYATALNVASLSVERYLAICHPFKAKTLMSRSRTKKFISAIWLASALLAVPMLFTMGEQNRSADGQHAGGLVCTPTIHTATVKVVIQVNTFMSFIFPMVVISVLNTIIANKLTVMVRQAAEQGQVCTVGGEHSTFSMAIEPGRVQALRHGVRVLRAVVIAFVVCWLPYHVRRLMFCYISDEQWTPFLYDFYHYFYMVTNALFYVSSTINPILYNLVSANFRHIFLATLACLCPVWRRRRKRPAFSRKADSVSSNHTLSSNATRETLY
# T cell modulator vesicle-bound %: second read-out of T cell modulator, no call of its own (marks repeat the call); double positive events, %; measured here: CD8+ vesicle-bound cell fraction;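 binding gate set so that unloaded-vesicle control wells show 10% double positive cells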
# NTR1 ag cell count 20 µM: further read-out of NTR1 ag, marked with its call; cell count; measured here: cell count, cytotoxicity flag
# Myeloid diff 2 GFP+ MAC1+ %: further read-out of Myeloid diff 2, marked with its call; GFP+ MAC1+ double positive, %; measured here: differentiation confirmed by MAC1 staining
# Numbers without * were called inactive; i = inactive; u = inconclusive; x = no result given; + = active, no number; [ ] = dose if it differs, or a comment. Unless noted, no stated cut-off is given here; in the data, active means inhibition above about 50%; inactive means the rest.
molecule	KOR beta-arrestin-1	KOR beta-arrestin-2	T cell modulator	T cell modulator vesicle-bound %	NOD2 inhibition	Myeloid diff 2	Myeloid diff 2 GFP+ MAC1+ %	NOD1 inhibition	GPR55 antagonists	GPR55 activation	NTR1 ag	NTR1 ag cell count 20 µM
O=C1N(c2ccccc2)C(c2cccnc2)N2CCCN12 (stereo not given)	2.8%	-26%	i	25	-1%	i	0.5	1%	-4%	0.8%	1.0	48
CCOc1ccc(C(=O)C(CCC(CN(C)C)C(=O)c2ccc(OCC)cc2)CN(C)C)cc1 (stereo not given)	0.3%	15%	x	x	x	u	x	16µM*	-3%	x	x	x
N#CC1(c2ccccc2)CCN(C2CC(=O)N(c3ccc(F)cc3)C2=O)CC1 (stereo not given)	1.1%	-55%[20 µM]	i	46	1%	i	0.4	-22%	-4%	-0.1%	-2.4	50
CCOC(=O)c1c(C=O)c2ccccc2n1Cc1ccccc1F	-2.0%	-25%	i	40	41%	i	1.3	-2%	7%	0.4%	4.5	90
COCCNC(=O)c1c(NC(=O)c2ccc(Br)o2)n(Cc2ccccc2)c2nc3ccccc3nc12	0.1%	-26%	i	8	6%	+	2.9*	-29%	-2%	-0.2%	5.3	83
Cc1cc(C(=O)CS(=O)(=O)c2ccccc2)cc(C)c1OC(=O)N(C)C	-7.2%	-14%	i	46	-25%	i	0.4	-28%	13%	-0.3%	-0.7	35
Cc1cccc(-n2c(C)nc3ccc(Cl)cc3c2=O)c1	-0.8%	20%	i	62	2%	i	0.8	-6%	12%	0.4%	-1.2	59
CN1CCN(C(=O)COc2ccc(S(=O)(=O)N(C)Cc3ccccc3)cc2)CC1	1.9%	-1%	i	4	4%	i	8.3	16%	-4%	0.2%	0.0	49
COC(=O)C(O)(c1ccc2c(c1)CCCN2)C(F)(F)F (stereo not given)	0.6%	4%	i	19	6%	i	4.5	9%	-6%	0.3%	-0.3	57
O=C(CN1CC(c2ccccc2)CC1=O)Nc1ccc(F)cc1 (stereo not given)	1.0%	44%	i	41	3%	i	4.3	-14%	4%	-0.5%	-1.6	56
COc1ccc(OCCOc2cccc(C=C3C(=O)NC(=O)NC3=O)c2)cc1	0.4%	-9%[20 µM]	i	32	-92%	x	x	-28%	-19%	0.7%	0.2	45
CC(=O)N1CC(=O)Nc2ccc(C)cc2C1c1ccccc1 (stereo not given)	-3.3%	24%	i	50	12%	i	0.7	-12%	-5%	0.5%	0.5	62
O=C(Cc1ccccc1)OC(COCc1ccccc1)CN1CCOCC1 (stereo not given)	1.0%	23%	i	45	-10%	i	0.5	-4%	7%	-0.1%	-0.3	48
O=C(c1cc(F)ccc1F)C1CCCN(Cc2ccc3nonc3c2)C1 (stereo not given)	-13%	-54%[20 µM]	i	38	-8%	i	0.2	0%	5%	-0.1%	-1.3	61
CCCCn1c(=O)c(C(=O)NCc2ccco2)c(O)c2ccccc21	1.9%	-13%	i	54	1%	i	0.1	-8%	16%	0.1%	2.2	44
COc1ccc(-c2n(-c3ccccn3)c3ccccc3[n+]2-c2ccccn2)cc1	0.6%	18%	x	x	12%	i	0.3	9%	-10%	-0.1%	x	x
COc1cccc(-n2c(O)c(C=Nc3c(C)n(C)n(-c4ccccc4)c3=O)c(=O)[nH]c2=O)c1	3.8%	-9%	i	52	19%	i	0.3	-14%	4%	-0.2%	-0.3	100
Cc1cc(C)c(C(=O)N2CCC3(CC2)OCCO3)c(C)c1	-2.5%	3%	i	62	-10%	i	2.0	-33%	8%	-0.1%	1.1	53
CCN1C(=O)C(=Cc2cc(C)n(C3CC3)c2C)C(=O)N(CC)C1=S	-2.9%	16%	i	3	19%	i	0.2	4%	14%	1.8%	-3.5	58
CC(C)COC(=O)c1ccccc1C(=O)OCC(C)C	-3.1%	6%	i	15	7%	i	4.1	4%	9%	0.0%	-0.6	86
O=c1[nH]c(=S)[nH]c(O)c1N=Nc1ccc2c(c1)OCCO2	x	28%	i	40	20%	+	2.9*	6%	2%	0.7%	-0.8	46
C=CCn1c(O)c(C(CC)=NCCc2c[nH]c3ccccc23)c(=O)[nH]c1=O	2.6%	4%	i	11	-3%	i	0.5	-11%	-20%	0.0%	-0.6	56
O=c1c2ccccc2nc(-c2ccccc2)n1-c1ccccc1O	3.0%	-6%	i	59	10%	i	0.2	-8%	-2%	0.3%	-0.6	59
CSc1nc2ccccc2c(=O)n1-c1cccnc1	0.5%	15%	i	48	1%	i	0.5	-8%	7%	0.2%	1.3	47
C=C1C/C(=C/C)C(=O)O[C@@H]2CCN3CC=C(COC(=O)[C@]1(C)O)[C@H]23	5.8%	-27%	i	43	-7%	i	0.4	5%	8%	0.3%	2.5	74
O=c1[nH]c(=O)n(-c2ccccc2Cl)c(O)c1C=NCCN1CCCCC1	-4.5%	28%	i	63	-6%	i	0.5	-39%	-4%	-0.4%	0.7	78
c1ccc2sc(C3CCCNC3)nc2c1 (stereo not given)	-1.8%	-8%	i	55	-67%	i	1.2	-42%	-5%	0.1%	-3.2	45
N#Cc1ccccc1Cn1cc(C(=O)c2ccco2)c2ccccc21	-2.8%	5%	i	37	-6%	i	1.5	-16%	11%	0.2%	-1.4	90
CN1C(=O)C(=Cc2cn(CC(=O)N3CCCC3)c3ccccc23)C(=O)N(C)C1=O	0.1%	-21%	i	39	14%	i	1.1	24%	-8%	-0.1%	5.0	53
Fc1ccc(CCNCc2ccc(Cl)c(Cl)c2)cc1	4.5%	-51%	i	29	-9%	i	1.8	2%	41%	-0.1%	7.1	51
COC1C(OC(=O)c2ccc(C)[nH]2)C(O)C(Oc2ccc3c(O)c(NC(=O)c4ccc(O)c(CC=C(C)C)c4)c(=O)oc3c2Cl)OC1(C)C (stereo not given)	4.3%	-7%	i	22	-4%	i	6.0	12%	-5%	1.0%	6.8	86
CCN1CCN(Cc2cc(C(C)(C)C)c(O)c(C(C)(C)C)c2)CC1	-6.1%	21%	i	16	0%	x	x	11%	10%	-0.1%	-1.0	103

# Full records, quoted from the list. Order of values: KOR beta-arrestin-1	KOR beta-arrestin-2	T cell modulator	T cell modulator vesicle-bound %	NOD2 inhibition	Myeloid diff 2	Myeloid diff 2 GFP+ MAC1+ %	NOD1 inhibition	GPR55 antagonists	GPR55 activation	NTR1 ag	NTR1 ag cell count 20 µM
# CN1C(=O)C(=Cc2cn(CC(=O)N3CCCC3)c3ccccc23)C(=O)N(C)C1=O across the screens: 0.1%	-21%	i	39	14%	i	1.1	24%	-8%	-0.1%	5.0	53
# Fc1ccc(CCNCc2ccc(Cl)c(Cl)c2)cc1 across the screens: 4.5%	-51%	i	29	-9%	i	1.8	2%	41%	-0.1%	7.1	51
# CCN1CCN(Cc2cc(C(C)(C)C)c(O)c(C(C)(C)C)c2)CC1 across the screens: -6.1%	21%	i	16	0%	x	x	11%	10%	-0.1%	-1.0	103
# O=c1[nH]c(=O)n(-c2ccccc2Cl)c(O)c1C=NCCN1CCCCC1 across the screens: -4.5%	28%	i	63	-6%	i	0.5	-39%	-4%	-0.4%	0.7	78

# The listing continues.
molecule	KOR beta-arrestin-1	KOR beta-arrestin-2	T cell modulator	T cell modulator vesicle-bound %	NOD2 inhibition	Myeloid diff 2	Myeloid diff 2 GFP+ MAC1+ %	NOD1 inhibition	GPR55 antagonists	GPR55 activation	NTR1 ag	NTR1 ag cell count 20 µM
CC(C(=O)N1CCC2(CC1)OCCO2)C1Sc2ccccc2NC1=O (stereo not given)	-1.3%	15%	i	52	-2%	i	0.4	-18%	7%	0.0%	2.2	40
CCCCn1c(O)c(C=NCc2ccc3c(c2)OCO3)c(=O)[nH]c1=O	-2.8%	8%	i	39	-10%	i	0.2	0%	-6%	-0.2%	1.1	63
Cc1ccccc1Cc1c(C)nc2nc(SCC(=O)N3CCC4(CC3)OCCO4)nn2c1C	2.4%	-9%	i	52	12%	i	0.6	0%	-1%	-0.1%	-2.3	78
COc1cc(C(CN)CC(=O)O)ccc1O (stereo not given)	0.8%	-7%	i	35	13%	i	0.6	-7%	12%	-0.1%	1.7	50
Cc1nc2ccc(NC(=O)c3cc(S(=O)(=O)N(C)c4ccccc4)ccc3Cl)cc2s1	-3.2%	-117%	i	36	x	i	3.5	2.5µM*	5%	-0.3%	x	x
CCC(=NCC1CCCO1)c1c(O)n(-c2ccc(Cl)cc2)c(=O)[nH]c1=O (stereo not given)	-3.7%	1%	i	39	8%	i	1.0	-22%	5%	-0.2%	0.6	79
N#CC(C#N)=Cc1ccc(N2CCOCC2)cc1	0.0%	10%	i	2	-7%	i	0.0	-9%	-2%	0.0%	1.9	60
COc1ccc(/C=C2/C(=O)NC(=O)N(c3ccccc3)C2=O)cc1CN1C(=O)c2ccccc2C1=O	4.2%	-1%	i	54	4%	i	0.5	-11%	-9%	-0.1%	1.4	52
COc1ccc(CC2C(=O)N(C)C(=O)N(C)C2=O)c(OC)c1	-0.2%	6%	i	19	20%	i	0.4	-17%	-2%	1.1%	-0.2	95
C1CCC2S[C@H]3CCCCC3NC2C1 (stereo not given in full)	0.7%	25%	i	25	21%	i	0.7	-2%	7%	-0.3%	-0.9	54
CC1CN(CC(=O)c2ccccc2Cl)CC(C)O1 (stereo not given)	2.3%	-37%	i	20	-2%	i	0.8	8%	8%	-0.1%	-0.3	91
C1=C(c2ccccc2)CCNC1	3.9%	22%	i	25	5%	i	2.5	0%	0%	-0.1%	0.7	44
c1ccc(CNCCc2c[nH]c3ccccc23)cc1	10%	-19%[20 µM]	i	47	-21%	i	0.5	-14%	-5%	-0.1%	1.1	58
CC(=O)OC1N=C(c2ccccc2)c2cc(C)ccc2NC1=O (stereo not given)	-2.1%	-16%	i	50	-11%	i	0.8	-6%	10%	-0.1%	-0.1	45
O=C(C1CCCN(c2nnc(-n3cccc3)s2)C1)N1CCC2(CC1)OCCO2 (stereo not given)	-0.1%	-32%	i	4	-3%	i	1.2	-23%	1%	0.1%	0.0	54
O=c1c2ccccc2nc(N2CCCC2)n1-c1ccccc1	3.7%	12%	i	31	3%	i	1.7	-13%	-1%	-0.1%	3.7	39

# Not all compounds are listed (hit frequency here may not be typical).
